# TDP1 cell CPT: DT40-hTDP1 cell growth loss with CPT; chicken DT40 Tdp1-/-;hTDP1 cells + 20 nM CPT, ATP luminescence, 48 h; Potency, µM (top dose mostly 46.2 µM), for the others: at the highest dose activity change, negative = growth inhibition, usual class: inhibitors; hit rate 12% among 420,000; AID 686979; note: nearly all actives have a fitted effect of over 55% in size
#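 Chicken DT40 Tdp1-/- cells stably complemented with human TDP1 were seeded at 400 cells/well in medium containing 20 nM camptothecin, exposed to pin-transferred compounds, and grown at 37 °C for at least 48 hr. Viability was read as ATP luminescence.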
# FEN1 inhibitor: blocks human flap endonuclease 1; Potency, µM (doses to about 114 µM), inactives show at the top dose activity change, negative = inhibition, hits mostly inhibitors; Recombinant FEN1 flap cleavage, fluorescence, 15 min; hit rate 0.35% among 390,000; note: nearly all actives have a fitted effect of over 65% in size
# Target sequence (P39748 whole entry, looked up): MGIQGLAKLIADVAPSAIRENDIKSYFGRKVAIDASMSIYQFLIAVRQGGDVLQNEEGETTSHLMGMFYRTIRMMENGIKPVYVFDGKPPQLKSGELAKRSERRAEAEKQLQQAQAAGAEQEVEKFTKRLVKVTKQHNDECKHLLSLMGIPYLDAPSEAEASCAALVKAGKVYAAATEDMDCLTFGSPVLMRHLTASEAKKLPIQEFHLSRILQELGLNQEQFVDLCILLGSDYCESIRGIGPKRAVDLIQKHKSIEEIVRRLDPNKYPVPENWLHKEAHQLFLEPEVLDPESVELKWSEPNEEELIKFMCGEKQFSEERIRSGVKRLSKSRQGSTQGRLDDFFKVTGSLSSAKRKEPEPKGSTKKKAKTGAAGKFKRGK
#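 With each library titrated from low to high concentration, compounds met 10 nM FEN1 for 15 min at room temperature before 50 nM substrate was added; readings at 0 and 15 min fed four-parameter Hill curve fits.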
# N370S GC mod: inhibitors or activators of N370S glucocerebrosidase for Gaucher disease; hit rate 0.092% among 330,000; Potency, µM (top dose mostly 59.4 µM), inactives show at the highest dose activity change, negative = inhibition, hits mostly inhibitors; N370S GC spleen homogenate, 4MU-glucoside fluorescence; AID 2101; P04062;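 note: 0% = full enzyme activity and -100% = no enzyme basal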
# Active calls of the source: *; ? = inconclusive; . = no result given; & = joins results of further samples; [ ] = another dose, or the depositor's remark. Calls come from the whole dose curve; as a rule, active = well fitted curve in the direction sought with a large enough effect; inconclusive = small, poorly fitted or top-dose-only effect, or another doubt; inactive = no such curve, though single readings can be large; an effect the other way counts as inactive or inconclusive. Unless noted, % is set by controls: 0 for no effect and ±100 for the full control effect; potency is the fitted concentration of half-maximal effect. These rows are one share of the data; rates above refer to the full screens.
SMILES,TDP1 cell CPT,FEN1 inhibitor,N370S GC mod
CC(SCC(=O)NC(C)C1CC2CCC1C2)C(=O)O (configuration not stated),7%,-1%,8%
Cc1ccc(C(C)(C)NC(=O)C2CCC(=O)N(CCCN3CCOCC3)C2)cc1 (configuration not stated),-14%,2%,5%
C[C@]12CCC3C(CC[C@H]4CC(O)CC[C@]34C)C1CC/C2=N/O (some centres not stated),?,-4%,9%
CC(C)CN=CC1=C(O)c2ccccc2C1=O,5%,-5%,-5%
C/C(=N/NC(=O)c1ccccc1)c1ccc(NC(=O)C(F)(F)F)cc1,-27%,5%,2%
CC1(N(O)C=C2C=CC(=O)C=C2)CCCCC1=O (configuration not stated),-8%,1%,0%
CCOC(=O)N1CCN(Cc2c(F)cccc2F)CC1,1%,-5%,12%
CCCCCCCCc1nnc(NC(=O)c2ccco2)s1,4%,-5%,8%
COc1ccc(C(=O)NC(C)c2ccc(-n3ccnc3)cc2)c(OC)c1OC (configuration not stated),-3%,2%,-11%
Cc1ccc(C(C)C)c(OCc2nnc3n2CCCCC3)c1,?,8%,-17%
CCN(CC)C(=O)c1nn(-c2ccccc2)c2c1C1CCC2(C)C1(C)C (configuration not stated),23µM*,-4%,16%
COc1ccc(C(=O)NC2CCSc3ccccc32)cc1F (configuration not stated),-24%,-1%,-4%
CCOC(=O)Cc1csc(NS(=O)(=O)c2ccc(F)cc2)n1,?,-8%,?
CC(NC(=O)CCn1c(=S)[nH]c2ccsc2c1=O)c1ccccc1 (configuration not stated),-4%,-3%,-5%
Cc1cc(C(=O)CSc2nc(N)cc(N)n2)c(C)n1CC1CCCO1 (configuration not stated),?,-11%,.
CCc1cc2ccccc2nc1SCC(=O)Nc1cc(C)on1,5%,1%,9%
C[C@@]12C(=O)N(c3cccc(Br)c3)C(=O)N1[C@H](c1ccc(Cl)cc1)[C@@H]1C(=O)N(C3CCCCC3)C(=O)[C@@H]12,?,0%,-15%
CCN1C2=NCCCN2c2cc(C)c(C)cc21,?,-6%,-5%
CN(c1nc2ccccc2n2c(-c3ccco3)nnc12)S(=O)(=O)c1ccccc1,-5%,-2%,16%
CCOC(=O)c1cccc(Nc2cc(-c3ccccc3)ncn2)c1,15µM*,-11%,.
Cc1cc(C)c(C#N)c(Oc2ccccc2)n1,-3%,-4%,3%
Cc1ccccc1NC(=O)c1ccc(N/N=C/c2ccccc2O)c([N+](=O)[O-])c1,8.2µM*,3%,27%
C=CCN(CC=C)C(=O)C1CCC(C(=O)N(CC=C)CC=C)CC1 (configuration not stated),2%,9%,-1%
Cc1cc(C)c2sc(N(CCCN(C)C)C(=O)c3ccc(S(=O)(=O)N4CCCc5ccccc54)cc3)nc2c1,10µM*,-4%,?
Cc1cc(C)nc(/N=C(\N)N2CCCCC2)n1,-12%,-2%,-9%

# Quoted at random: 2 records from the list.
SMILES,TDP1 cell CPT,FEN1 inhibitor,N370S GC mod
COc1ccc(C(=O)NC2CCSc3ccccc32)cc1F (configuration not stated),-24%,-1%,-4%
CC(SCC(=O)NC(C)C1CC2CCC1C2)C(=O)O (configuration not stated),7%,-1%,8%

# The main list resumes with the 3 entries that preceded the break.
SMILES,TDP1 cell CPT,FEN1 inhibitor,N370S GC mod
C=CCN(CC=C)C(=O)C1CCC(C(=O)N(CC=C)CC=C)CC1 (configuration not stated),2%,9%,-1%
Cc1cc(C)c2sc(N(CCCN(C)C)C(=O)c3ccc(S(=O)(=O)N4CCCc5ccccc54)cc3)nc2c1,10µM*,-4%,?
Cc1cc(C)nc(/N=C(\N)N2CCCCC2)n1,-12%,-2%,-9%
CCn1c(=O)c2cc(C(=O)NCCc3cc(OC)ccc3OC)sc2c2ccccc21,-3%,-10%,.
CC(C)(C)OC(=O)N1CCC(c2c(C(=O)NCCN3CCCC3)cnn2-c2ccc(Cl)cc2)CC1,?,0%,.
Cc1cc(Br)ccc1NC(=O)CNC(=O)CSc1n[nH]c(N)n1,3%,0%,-1%
Fc1ccc(CN(Cc2ccccc2)C(c2cccs2)c2nnnn2C2CCCCC2)cc1 (configuration not stated),?,-3%,17%
Cc1cccc(NS(=O)(=O)c2nnc(NC(=O)c3ccc(Cl)cc3)s2)c1,-15%,5%,-1%
O=S1(=O)CC(O)C(N=Nc2c(O)n(Cc3ccccc3)c3ccccc23)C1 (configuration not stated),16µM*,-30%,1%
O=c1[nH]c(=S)[nH]nc1Cc1ccc(Cl)c(Cl)c1,3%,2%,-5%
Cn1c(=O)c(-c2ccccc2)c(O)c2ccccc21,4%[9.04 µM],-15%,-6%&5%
N#CC(=Nc1ccccc1)c1ccccc1,-1%,12%,.
Fc1ccc(C2CC(c3ccco3)=Nc3ccccc3S2)cc1 (configuration not stated),?,-24%,-17%
O=C1N(C2CCCC2)C[C@@H]2C[C@@H](c3cccn3-c3nccs3)N3CCC[C@@]123,-17%,9%,0%
CC(=O)Nc1ccc(CN2CCN(CC(C)C)C(CCO)C2)cc1 (configuration not stated),37%[activator],3%,5%
COc1ccc(NC(=O)N2CCC(NC(=O)c3ccco3)CC2)cc1,-17%,-7%,0%
CC(C)CC(=O)NC(=S)Nc1sc2c(c1C(N)=O)CCC2,2%,1%,2%
CC(C)CC(=O)N1CCN(Cc2cccc([N+](=O)[O-])c2)CC1,-23%,16%,14%
CSc1ccc(/C=C/C(=O)NC23CC4CC(CC(C4)C2)C3)cc1,?,0%,-19%
CCCNS(=O)(=O)/C=C/c1ccccc1,9%,0%,-6%
O=C1c2ccc(-c3ccc(F)cc3OCc3ccccc3)cc2S(=O)(=O)c2cccc(C(=O)N3CCN(c4ncc(Cl)cc4Cl)CC3)c21,-18%,16%,.
CCC(=O)N1CCc2cc(Br)cc(S(=O)(=O)C3(C(=O)OC)CC3)c21,-2%,0%,16%
Cc1ccc(-n2cc3c(=O)n(C)c(=O)n(C)c3c2)cc1C,?,1%,7%
COC(=O)c1ccccc1NC(=O)CSc1nnc(Cc2ccc(Cl)cc2)o1,-10%,1%,-11%
COc1ccc(CCC(=O)Nc2cnc3ccccc3c2)cc1,0%,19%,19%
c1ccc(Cn2nnc3c(NCc4ccc5c(c4)OCO5)ncnc32)cc1,?,-7%,3%
CCc1ccccc1NC(=O)CSc1nnc(-c2cc(OC)c(OC)c(OC)c2)o1,-21%,16%,.
COC(=O)c1cc(COC(=O)c2nc3nc(C)cc(C)n3n2)oc1C,?,-6%,-5%

# Next section.
SMILES,TDP1 cell CPT,FEN1 inhibitor,N370S GC mod
COc1ccc(/C=N/Nc2ccc(C(F)(F)F)cc2[N+](=O)[O-])cc1,1%,-6%,3%
CCc1cc(=O)oc2cc(C)cc(OC(C)C(=O)NCCN3CCOCC3)c12 (configuration not stated),4%,-14%,?
CCN(CC)C(=O)Cn1c(=O)n(-c2ccc(OC)cc2OC)c(=O)c2c(C)c(C(=O)N(CC)CC)sc21,5%,20%,.
O=C(C1=C[C@H](C2CC2)C[C@H](OCc2ccc(CO)cc2)O1)N1CCN(Cc2ccccc2)CC1,?,3%,17%
CN(C)C(=O)CCc1ccc2c3c([nH]c2c1)[C@]1(C)[C@@H](C(=O)N2CCCCC2)C[C@H](CC(=O)NCCC2=CCCCC2)C(=O)N1CC3,?,16%,.
Cc1ccc(C(=O)C(C)Sc2nnc(N)s2)cc1 (configuration not stated),6%,2%,-2%
OCCNCc1cc(Br)ccc1OCc1ccc(F)cc1,?,13%,0%
CCC(=O)N1CCC2(CC1)Oc1ccc(F)cc1C(=O)C21CC(c2ccc(Cl)cc2)=NO1 (configuration not stated),?,-22%,5%
COC(=O)c1ccc(-n2nnnc2SCC(=O)N2CCCCC2)cc1,-8%,-6%,-1%
CN1CCN(c2ccc(Cl)cc2NC(=O)c2ccc(S(=O)(=O)N(C)C)cc2)CC1,18µM*,0%,-14%[12.8 µM]
CC(=O)C1=C(C)N(Cc2ccccc2)C(=O)N[C@@H]1c1cccc(C(F)(F)F)c1,?,-22%,?
C=CCNC(=O)c1ccccc1NC(=O)COc1ccc(OC)cc1,5%,-7%,14%
CN(C(=O)CSc1nc2ccccc2c(=O)n1C)C1CCS(=O)(=O)C1 (configuration not stated),8%,6%,.
CCOCc1c(C(=O)OCC(=O)/C(C#N)=C(\C)N)oc2ccccc12,11%,-4%,-11%
O=C(NN1C(=O)c2ccccc2NC1c1ccco1)c1ccc(Br)cc1 (configuration not stated),2%,1%,10%
O=[N+]([O-])c1cccc(CN2[C@@H](Cc3ccccc3)COCCS2(=O)=O)c1,?,13%,.
CN(C)CC(C)(C)CNC(=O)C1CCN(CCCc2ccccc2)CC1,?,-3%,1%
COc1ccc(Cl)cc1C1=CC(=O)C[C@H](c2ccc(F)cc2)C1,?,-9%,.
CCCCC12CN3CCN(CC(C3)/C1=N\NC(=O)c1ccccc1N)C2,0%,1%,1%
Cc1cnc(C(=O)OC(C)C(=O)Nc2ccc(Oc3ccccc3)cc2)cn1 (configuration not stated),-13%,-1%,.
CCOc1ccc(-c2c[n+](=O)c3c(n2[O-])CCCC3)c(OCC)c1,-3%,-1%,5%
O=C(Nc1ccccc1)C1=C(O)CC(c2ccoc2)CC1=Nc1ccccc1 (configuration not stated),?,0%,3%
CC1CN(CC(O)COc2ccc(C(C)C)cc2)CC(C)O1 (configuration not stated),?,6%,0%
CCOc1ccc(NC(=O)C2CCCN(S(=O)(=O)c3ccc(Br)s3)C2)cc1 (configuration not stated),-15%,-2%,.
CCc1ccc(OC)c(S(=O)(=O)Nc2ccc(Cc3ccncc3)cc2)c1,7.3µM*,-2%,-12%

# Among those listed so far, these have a nitro group on carbon:
SMILES,TDP1 cell CPT,FEN1 inhibitor,N370S GC mod
Cc1ccccc1NC(=O)c1ccc(N/N=C/c2ccccc2O)c([N+](=O)[O-])c1,8.2µM*,3%,27%
CC(C)CC(=O)N1CCN(Cc2cccc([N+](=O)[O-])c2)CC1,-23%,16%,14%
COc1ccc(/C=N/Nc2ccc(C(F)(F)F)cc2[N+](=O)[O-])cc1,1%,-6%,3%
O=[N+]([O-])c1cccc(CN2[C@@H](Cc3ccccc3)COCCS2(=O)=O)c1,?,13%,.

# (next part)
SMILES,TDP1 cell CPT,FEN1 inhibitor,N370S GC mod
Cc1nc(N2CCN(C(c3ccccc3)c3ccccc3)CC2)[nH]c(=O)c1C,-30%,0%,-7%
COc1cccc(NC(=O)CCS(=O)(=O)c2ccc3c(c2)oc(=O)n3C)c1,1%&-1%,-10%&-2%,1%
COc1ccc(OC)c(NC(=O)c2ccc3c(Cl)c4c(nc3c2)CCCC4)c1,-15%,8%,.
CCc1ccc2nc3nc(C)cc(C)c3c(N)c2c1,?,?,1%
N=C1/C(=C\c2ccc(-c3ccc(C(=O)O)cc3)o2)C(=O)N=C2SC=C(c3ccccc3)N12,?,50µM*,-1%
CCOc1ccc2nc(NCCO)[nH]c2c1,-16%,0%,-5%
COCCn1c(=NC(=O)C(C)(C)C)sc2cc([N+](=O)[O-])ccc21,-7%,-4%,0%
O=C(Nc1ccccc1C(=O)N1CCCCC1)c1cc(F)c(F)cc1Cl,-2%,2%,2%
O=C(NCCc1ccco1)C(=O)NCC1OCCCN1S(=O)(=O)c1cc(F)ccc1F (configuration not stated),2%,0%,-8%
CC(=O)N(CC1CCCO1)c1nnc(-c2ccccn2)s1 (configuration not stated),2%,1%,7%
COc1ccc(NC(=O)Cn2c(=O)n(-c3ccc(OC)c(OC)c3)c(=O)c3ccccc32)cc1,-1%,-4%,.
COc1ccc(OC(C)C(=O)N(C)Cc2nc(-c3ccc(OC)cc3)no2)cc1 (configuration not stated),?,-4%,3%
CC(C)CCN1NC2(CCC(C)CC2)NC1=S (configuration not stated),-7%,46%[activator],?
Cc1ccc(CN2CCN(CC(=O)Nc3ccc(C)c(C)c3)S2(=O)=O)cc1,?,-3%,.
CCCn1c(O)c(N=NC(=O)CNC(=O)c2ccncc2)c2ccccc21,-21%,-14%,2%
COc1cc(C(=O)N2CCN(c3ncnc4sc(C)c(C)c34)CC2)cc(OC)c1OC,?,-19%,-5%
CC(NC(=O)c1ccccc1)C(=O)NC1=NCCS1 (configuration not stated),-1%,-1%,-16%
O=C(OCCNC(=O)c1ccc2ccccc2n1)c1ccc(F)cc1,?,-18%,28%
NC(=O)C1CCN(CC(=O)Nc2ccccc2C(=O)NC2CC2)CC1,21%,-12%,.
CC(=O)c1c(O)cc(O)c(C(C)=O)c1O,21µM*,3%,14%
O=C(CCCSc1nnnn1-c1cccc2ccccc12)c1ccc(F)cc1,-16%,2%,3%
CCOC(=O)c1oc2ccc(S(=O)(=O)n3nc(-c4ccccc4OC)cc3N)cc2c1C,18µM*,9%,.
CC(=O)Oc1ccc(-c2cccc(C(=O)N(C)c3ccc(O)cc3)c2)cc1,-1%,7%,18%
Cc1c(Cc2ccccc2)sc(/N=C/c2c(O)ccc3ccccc23)c1C(N)=O,23µM*,-18%,16%
CCC(C)C(NC(=O)C1CCC(C)CC1)C(=O)NCc1ccccn1 (configuration not stated),-2%,-8%,4%
Cc1cc(C)c2c(CC(=O)N(CCC#N)Cc3cccnc3)coc2c1,-1%,-7%,3%
O=C(CN1CCC(C(=O)c2ccc(F)cc2)CC1)Nc1ccc(F)cc1,?,-5%,-11%
Cc1ccc(NC(=O)c2ccc(Cl)c(S(=O)(=O)N3CCCCC3)c2)nc1,-16%,-23%,.

# Source: PubChem BioAssay
